APJ antagonist: blocks the human apelin receptor APJ; AID 2521; inhibition, % at 20 µM; CHO-K1 APJ beta-arrestin complementation, luminescence; 330,000 compounds, 0.32% hits;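 active = inhibition above about 40% at 20 µM, limit read from the data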;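 note: cells challenged with 10 nM apelin-13 agonist together with compound; plate controls were apelin-13 plus DMSO wells for no effect and DMSO wells lacking apelin-13 for full effect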
Target sequence (P35414 whole entry, looked up): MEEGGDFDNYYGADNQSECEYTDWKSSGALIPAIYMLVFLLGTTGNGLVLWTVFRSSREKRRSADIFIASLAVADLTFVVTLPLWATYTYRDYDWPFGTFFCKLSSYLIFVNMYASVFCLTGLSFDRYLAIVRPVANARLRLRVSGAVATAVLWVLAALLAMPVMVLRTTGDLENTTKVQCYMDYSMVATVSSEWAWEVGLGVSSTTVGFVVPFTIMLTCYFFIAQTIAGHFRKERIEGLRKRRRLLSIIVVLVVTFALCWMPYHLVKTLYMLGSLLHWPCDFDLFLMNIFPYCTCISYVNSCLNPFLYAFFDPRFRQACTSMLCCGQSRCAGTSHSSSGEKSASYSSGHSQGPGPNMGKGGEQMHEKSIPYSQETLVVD
APJ ag: activates the human apelin receptor APJ. P35414. CHO-K1 APJ PathHunter beta-arrestin, luminescence; 0% DMSO wells, 100% apelin. activation, % at 20 µM. 330,000 compounds, 0.11% hits. AID 2520;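 active = activation more than six SD over the plate average, tested at 20 µM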;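 note: 0% = DMSO alone and 100% = apelin-13 at 10 nM; some results filed as inactive read as strong as hits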
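Assay system: CHO-K1 cells stably expressing ProLink-tagged human APJ and arrestin–beta-gal acceptor. Compound dosing: 20 µM single point, 1% DMSO. Times: 16-18 h seeding, 90 min dark compound exposure, 60 min detection. Detection: beta-gal luminescence. Evaluation: APJ–arrestin association signal. Controls: negative DMSO alone, positive Apelin-13 at 10 nM.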
tim23-1 inh: growth inhibitors of tim23-1 mutant yeast; S. cerevisiae tim23-1 growth, BacTiter-Glo luminescence, 24 h; 330,000 compounds, 1.3% hits; AID 463212; inhibition, % at 20 µM;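 active = growth inhibition of the mutant yeast at or above 50%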;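 note: temperature-sensitive mutant grown at 25 °C; plate controls were DMSO-treated mutant yeast for no effect and medium wells lacking yeast for full effect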
697 NFkB inh: lowers PMA/ionomycin-induced NF-kB signal in 697 B cells; 697 B-cell NF-kB luciferase reporter, 16 h; inhibition, % at 4 µM; 330,000 compounds, 0.33% hits; AID 435022; in the data active = inhibition above about 35%
Jurkat NFkB inh: lowers PMA/ionomycin-induced NF-kB signal in Jurkat cells; PMA/ionomycin-induced NF-kB luciferase reporter, luminescence; inhibition, % at 4 µM; 330,000 compounds, 0.53% hits; AID 435003; in the data active = inhibition above about 50%
XBP1 UPR activ: adaptive UPR (XBP1) activation; 330,000 compounds, 0.33% hits; AID 463104; activation, % at 20 µM; CHO-XBP1 luciferase reporter, IRE1-XBP1 UPR activation, luminescence; percent of tunicamycin response, DMSO as zero;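 active = versus positive control, 20 µM dose yields 30% or more activation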;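 note: 100% = tunicamycin at 10 µg/mL and 0% = DMSO only wells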
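Signal: luciferase luminescence; Assay system: CHO-XBP1 luciferase reporter cells; Amount: one thousand reporter cells per well; Dosing: 20 µM single concentration, DMSO 1%; Benchmarks: high control tunicamycin 10 µg/mL final, low control DMSO vehicle only; Schedule: 6 h compound exposure at 37 °C, 5% CO2; Evaluation: percent activation relative to tunicamycin reference.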
UPR CHOP act: apoptotic UPR (CHOP) activation; AID 449763; activation, % at 10 µM; CHO-CHOP luciferase reporter, luminescence; percent of tunicamycin response over DMSO baseline; 330,000 compounds, 0.34% hits;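 active = at 10 µM dose, activation of 40% or more, normalized to positive control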;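 note: 100% = tunicamycin at 10 µg/mL and 0% = DMSO alone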
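System: CHO CHOP reporter cells. Amount: 500 cells per well. Buffer or medium: F12 medium, 10% FBS. Compound dosing: one dose, 10 µM in 0.5% DMSO. Incubation: 6 h compound exposure at 37 °C after overnight seeding. Technique: Steady-Glo luciferase luminescence. Benchmarks: tunicamycin and DMSO controls.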
Mdm2 MdmX PPI: inhibitors of human Mdm2/MdmX interaction | SaOS-2 split-luciferase Mdm2/MdmX complementation, luminescence | inhibition, % at 8 µM | 330,000 compounds, 3% hits;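 active = inhibition of at least 50% at 8 µM in the primary screen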
An asterisk follows results filed as active; x = no result given.

SMILES	APJ antagonist	APJ ag	tim23-1 inh	697 NFkB inh	Jurkat NFkB inh	XBP1 UPR activ	UPR CHOP act	Mdm2 MdmX PPI
COCc1ccc(C(=O)NC2CCCc3c2cnn3-c2cc(C)cc(C)c2)s1 (stereo not drawn)	-3	2	27	-17	2	-5	-1.2	22
CCOc1ccc(NC(=O)NCC2CCN(Cc3ccc(F)cc3)CC2)cc1	10	-3	4	13	7	0	-0.5	11
CC(C)(C)OC(=O)N1CCCN(C(=O)Nc2cccc(Cl)c2)CC1	-7	2	6	1	9	0	-0.3	1
CC1(C)C2CC[C@]3(C)C(CC=C4[C@@H]5C[C@@](C)(CO)[C@@H]6C[C@@]5(CC[C@]43C)C(=O)O6)[C@@]2(C)CC[C@@H]1O (stereo partly drawn)	13	0	-4	-1	-4	0	-0.9	25
CC(=O)c1oc2ccccc2c1NC(=O)CCCN1C(=O)c2ccccc2C1=O	12	-4	7	-21	-15	-2	-1.6	5
CCOc1ccc(N2C(=O)S/C(=C\c3cccn3C)C2=O)cc1	9	-3	-26	-31	-55	2	1.5	-77
CCc1ccc(S(=O)(=O)NCc2cccnc2)cc1	-1	-2	-8	-5	-2	-1	1.3	20
COc1ccc(CCNC(=O)C2CCCN(S(=O)(=O)N3CC(C)CC(C)C3)C2)cc1OC (stereo not drawn)	6	5	10	-8	-2	-2	1.4	-3
COC(=O)Cn1c(=NC(=O)CSCC(=O)Nc2cc(C)on2)sc2ccccc21	12	-4	6	5	-8	-4	-2.6	20
COc1ccc(NC2CCCN(C(=O)c3cccc(N(C)C)c3)C2)cc1 (stereo not drawn)	21	-4	10	18	11	-2	4.0	-12
C=CCn1c(CNC(=O)c2ccccc2F)nnc1SCc1nc2ccccc2c(=O)[nH]1	-10	-1	1	10	7	-4	-1.3	17
CCOCC(=O)N1CCC(Cc2ccccc2)CC1	6	1	6	10	-7	-1	-2.3	12
CCc1ccc(N2CC(C(=O)OCc3csc(CC(=O)Nc4ccccc4C)n3)CC2=O)cc1 (stereo not drawn)	-4	1	13	7	3	-1	0.8	4
CCS(=O)(=O)N1CCN(C(=O)c2cccc(OC)c2)CC1	-5	9	16	-30	-9	1	-0.1	4
COc1cc(Cl)c(CNC[C@H]2O[C@@H](n3cnc4c(N)ncnc43)[C@H](O)[C@@H]2O)c(Cl)c1O	x	x	15	-5	x	-2	0.7	6
COc1ccc(/C=C2/C(=O)N=C3SCCN32)cc1	2	-1	0	-3	0	0	-1.4	28
COc1cc(OC)nc(Oc2ccccc2C(=O)Oc2ccc(Cl)cc2)n1	0	-7	22	4	-7	-5	0.5	24
CSCCC(NS(=O)(=O)c1ccccc1)C(=O)OCc1nc2ccsc2c(=O)[nH]1 (stereo not drawn)	10	-5	-5	14	2	-1	-0.8	11
CCN(CC#CCC1(O)c2ccccc2-c2ccccc21)C(C)C	1	0	-6	-11	-9	-1	-3.3	2
Cc1ccc(S(=O)(=O)N2CCOCC2)cc1C(=O)NCc1ccccc1CN1CCCC1	13	-3	-8	-3	-3	-2	0.6	6
COc1ccccc1OCC(=O)NCc1nc(-c2ccccc2)no1	2	1	0	-3	1	0	0.3	-13
CCC(=O)NC(Nc1nc2ccc(C)cc2s1)(C(=O)OC)C(F)(F)F (stereo not drawn)	14	-6	-17	27	9	1	-3.4	17
CCOC(=O)c1cnc2ccc(Br)cc2c1NCCO	-5	-2	-1	-5	12	2	-0.6	3
Cc1ccc(C(=O)Nn2cnnc2)cc1Cl	-13	-3	-8	8	13	2	-2.2	6
Cc1ccc(-n2ncc3c(=O)n(CC(=O)N4CCN(c5ccccc5)CC4)cnc32)cc1	5	-3	4	-6	-2	-2	0.1	18
COc1ccc(CNC(=S)Nc2cccc(C)c2)cc1	9	-3	7	-2	0	-3	-1.8	14
Cc1ccc([N+](=O)[O-])cc1N=C(c1cccc([N+](=O)[O-])c1)N1CCOCC1	12	-1	15	8	1	-4	0.4	15
O=C(Nc1cccc(Cl)c1)c1nc[nH]c1C(=O)N1CCc2ccccc2C1	2	-1	2	2	-3	-1	0.8	13
O=C(CCN1CCOCC1)N/N=C/c1cc([N+](=O)[O-])ccc1OC(F)F	-15	-1	8	5	-10	0	0.2	-13
O=C(CN1CCCC1)Nc1ccc([N+](=O)[O-])cc1Cl	1	1	5	25	-9	-3	0.3	-12
CC(C)(C)OC(=O)NCCCC[C@@H](C(=O)N1CCN(C(=O)OC(C)(C)C)CC1)n1cc(CCC(=O)O)nn1	17	-4	11	8	7	-1	2.5	-5
COC(=O)c1ccc(CO/N=C(\NC(C)=O)c2nonc2NC(C)=O)cc1	-13	-2	-2	1	-1	-3	-2.1	-1
COc1cccc(/C=N/NC(=O)CNC(=O)c2ccc(S(=O)(=O)N3CCCC3)cc2)c1OC	10	-1	4	7	-6	-1	0.6	-1
O=C(NCc1cccc2[nH]ccc12)C1CCC(=O)N(CCc2ccccc2)C1 (stereo not drawn)	-7	-4	7	8	7	-3	1.0	4
Cc1ccc(O)c(NC(=O)C2CCCCC2)c1	-9	-3	7	-55	20	-1	3.2	-46
COc1ccc2c(c1OC)C(=O)N1C2SC(C)(C)[C@H]1C(=O)NCCCOC(C)C (stereo partly drawn)	12	-4	21	-16	-4	-3	2.0	-22
CC(C)Cc1ccc(CN2CCC(n3nccc3NC(=O)C3CCCC3)CC2)cc1	9	-14	-5	2	-5	-3	2.0	41
O=c1[nH]c(SCc2ccccc2)nc2c1cnn2-c1ccc(F)cc1	-6	-3	17	0	0	-1	-0.4	18
COc1ccc(CCN(C)C(=O)CSc2nnc(-c3ccco3)o2)cc1OC	24	-5	4	-48	-5	-3	0.0	-31
NC(=O)Cn1nc2sc3ccccc3n2c(=O)c1=O	11	0	2	-5	7	1	-1.2	-6
CC(C)=NNC1=NC(C)(C)Cc2ccccc21	1	-4	18	-4	12	-1	-1.3	-11
COCCCNC(=O)CN1C(=O)CSc2ncccc21	-3	-6	-4	8	-10	4	0.4	10
CC(C)=C1C2CC2C2C(C(=O)O)C12 (stereo not drawn)	2	-1	4	9	12	0	-1.9	7
CCOc1c(Br)cc(CNc2ccc(N3CCOCC3)cc2)cc1OC	-40	3	17	6	2	-5	0.8	23
CSc1nc(NC(C)=O)nc(C)c1Br	20	-7	-8	-10	4	2	-0.9	3
Cc1ccc(OCCCC(=O)NC(C)c2ccccc2)c(C)c1 (stereo not drawn)	-12	-3	11	19	-4	-1	-1.6	19
CCCc1nc(SC2CCCC2)c2c(=O)n(C)c(=O)n(C)c2n1	4	-2	6	-29	-11	4	4.8	1
CCOC(=O)C(C)c1n[nH]c(=O)c2ccccc12 (stereo not drawn)	33	0	6	38*	-1	0	-0.4	2
CC(C(=O)OCC(=O)NC1CCCC1)N1C(=O)c2ccccc2C1=O (stereo not drawn)	13	-3	17	-22	-1	-2	1.1	-41
CC(=O)Nc1ccccc1C(=O)C(=O)Nc1cccc(C(=O)NC2CC2)c1	-2	-4	-11	2	-9	0	1.6	8
CCOC(=O)c1c(N)sc2c(O)c(Br)ccc12	0	-6	52*	18	-15	2	5.8	-21
O=C(CN1CCC(NC(=O)Nc2ccccc2)CC1)Nc1ccc([N+](=O)[O-])cc1	3	0	-22	17	-5	-1	-1.0	-15
COc1ccc(-c2csc(NC(=O)C3=COCCO3)n2)cc1OC	13	-3	9	-59	-65	5	4.2	-24
O=C(Oc1cccc2cccnc12)c1ccco1	-17	0	8	9	-8	4	0.2	-17
Cc1onc(-c2c(Cl)cccc2Cl)c1C(=O)NC(=S)N1CCOCC1	11	-1	0	23	-6	2	2.2	16
Cc1nc2ccccc2c2oc(C(=O)N3CC(C)CC(C)C3)cc12 (stereo not drawn)	-4	-12	42	-4	17	2	1.3	5
C=CCn1c(SCCOc2ccc(OC)cc2)nnc1C(C)NC(=O)Cc1ccc(OC)cc1 (stereo not drawn)	-4	-1	4	19	-1	0	-1.6	8
COC(=O)c1cccc(C(=O)N2CCC(CO)(Cc3ccccc3Cl)CC2)c1	-14	0	-8	0	-5	0	0.6	13
Cc1cc(C)c(NC(=O)COC(=O)CCn2c(C)csc2=O)c(C)c1	18	-2	-1	12	-2	-1	-1.1	23
O=C(Sc1ccc(Cl)cc1)c1ccccn1	16	-1	13	19	12	23	18	10
(listing goes on)
SMILES	APJ antagonist	APJ ag	tim23-1 inh	697 NFkB inh	Jurkat NFkB inh	XBP1 UPR activ	UPR CHOP act	Mdm2 MdmX PPI
CC(=O)N(c1ccccc1)C1CCCC1	-15	-2	-9	1	10	-1	0.7	9
COc1ccc(/C=c2\s/c(=C/C(=O)c3ccc(C)cc3)[nH]c2=O)c(OC)c1	27	-2	6	-2	-1	2	0.4	24
Cc1ccc(CNc2ncnc3c2cnn3-c2ccccc2)cc1	5	-2	-5	-9	-23	1	2.0	22
CC(C)OC(=O)CC1C(=O)NCCN1C(=S)NC(=O)CCc1ccccc1 (stereo not drawn)	7	-3	7	15	10	0	0.3	-9
O=C(COC(=O)c1ccc2ccccc2c1O)Nc1ccccc1	16	-4	13	8	-4	2	0.5	13
Cc1ccc(CNC(=O)CCC(=O)N2CC(C)Oc3ccccc32)cc1 (stereo not drawn)	13	-7	17	7	-3	-1	0.4	-9
CCCC(c1nnnn1C1CCCCC1)N1CCN(C(=O)c2ccco2)CC1 (stereo not drawn)	-2	-4	11	6	-6	-5	1.4	14
CCCN(CC(=O)Nc1ccccc1C)C(=O)c1ccc(Cl)c(S(=O)(=O)N2CCCC2)c1	-12	-4	5	7	-3	-2	-0.5	16
c1ccc(OCCCn2ccnc2)cc1	7	0	-13	-12	-15	2	-0.5	-14
CCCCS(=O)(=O)N1CCC(C(=O)Oc2ccccc2OC)CC1	-1	-1	8	-13	-7	-2	-0.6	15
Cn1c(=O)n(Cc2ccccc2)c(=O)c2c1nc1n2CCS1	-10	-6	-7	9	3	0	2.0	-4
CCC(=O)N(CCC1(C(C)C)CCOC(C)(C)C1)C(C)c1cccs1 (stereo not drawn)	-1	-2	35	-3	2	-2	-1.8	15
Nc1nc(Nc2ccccc2)nc(NCc2ccccc2)c1[N+](=O)[O-]	6	1	43	-40	-26	5	0.0	19
COc1ccc(S(=O)(=O)N2CCOC23CCN(S(=O)(=O)c2ccc([N+](=O)[O-])cc2)CC3)cc1	-155	19	28	22	7	-5	0.6	-22
COc1ccccc1CNC(=O)C(=O)NCC1OCCCN1S(=O)(=O)c1cccs1 (stereo not drawn)	-2	0	14	7	-2	-2	0.6	26
O=C(OCC(=O)N1CCOCC1)c1ccc(O)cc1	0	0	5	-6	3	1	2.1	4

Six successive entries from above:
SMILES	APJ antagonist	APJ ag	tim23-1 inh	697 NFkB inh	Jurkat NFkB inh	XBP1 UPR activ	UPR CHOP act	Mdm2 MdmX PPI
CC(=O)N(c1ccccc1)C1CCCC1	-15	-2	-9	1	10	-1	0.7	9
COc1ccc(/C=c2\s/c(=C/C(=O)c3ccc(C)cc3)[nH]c2=O)c(OC)c1	27	-2	6	-2	-1	2	0.4	24
Cc1ccc(CNc2ncnc3c2cnn3-c2ccccc2)cc1	5	-2	-5	-9	-23	1	2.0	22
CC(C)OC(=O)CC1C(=O)NCCN1C(=S)NC(=O)CCc1ccccc1 (stereo not drawn)	7	-3	7	15	10	0	0.3	-9
O=C(COC(=O)c1ccc2ccccc2c1O)Nc1ccccc1	16	-4	13	8	-4	2	0.5	13
Cc1ccc(CNC(=O)CCC(=O)N2CC(C)Oc3ccccc32)cc1 (stereo not drawn)	13	-7	17	7	-3	-1	0.4	-9
